Assay outcomes (PubChem)
Giardia kill = Giardia lamblia killing. activity change, % at 7.66 µM, hits read low. Giardia lamblia trophozoite viability. AID 540267. 0.15% of 340,000 active; in the data active means activity change below about -80%; inconclusive means between about -30% and that limit;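 further: parasites exposed to compound for two days anaerobically before the ATP read; on the % scale 0 is the no-effect control and ±100 the full control effect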
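Trophozoites 100 cells/well + cpd; 48 hrs, 37 deg C, anaerobic. ATPLite 1-Step added, 15-30 min RT, luminescence read (ATP-based viability).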
Coupling enz = inhibits coupling enzyme system, counter-screen for aldolase hits. 0.67% of 290,000 active. coupling enzyme system counterscreen, AmpLite Red fluorescence. activity change, negative = inhibition, % at 58.2 µM, hits read low. AID 2472; in the data active means activity change below about -30%; further: on the % scale 0 is the no-effect control and ±100 the full control effect
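Coupling enzymes only (glyceraldehyde-3-phosphate) + compound, at 57.5 uM final, 10 min RT; add substrate/coupling/AmpLite Red mix, 20 min RT; fluorescence ex 525/em 598 nm. Actives flag coupling-system interference.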
BCR signal inh = chronic active BCR signaling inhibition; AID 493014; 0.05% of 340,000 active; ABC-DLBCL IkBa-CBG/CBR reporter, luminescence ratio, 4 h; Potency, µM (doses to about 46.1 µM), for the others: at the top dose ratio change, negative = lower green/red ratio, usual class: inhibitors; active means well fitted inhibition curve with a large enough effect in the signal ratio, with a control signal flat, not every such curve was filed as active; inconclusive means small, poorly fitted or top-dose-only effect, or effect the other way, or a change in a side signal; the % refers to the signal ratio;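 further: potency means the concentration at half of the fitted maximal effect; plate controls were basal doxycycline-induced cells for no effect and cells given 10 µM MG132 for full effect; MG132 reads +100%, hits lower the ratio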
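TMD8 ABC-DLBCL cells carrying doxycycline-inducible green luciferase fused to IkappaBalpha plus unfused red luciferase were exposed to compounds (up to 46 uM) for 4 hrs at 37C. Activity came from the overlap-corrected green/red luminescence ratio.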
Menin MLL FP TR = inhibitors of human menin-MLL interaction, mutant MLL peptide; O00255; Menin + Texas Red MLL mutant peptide, fluorescence polarization; Potency, µM (highest dose often 61.6 µM), without a hit: at the top dose FP activity change, negative = inhibition, usual class: inhibitors; 0.23% of 270,000 active; AID 1768; active means well fitted inhibition curve with a large enough effect in the polarisation, with a control signal flat, not every such curve was filed as active; inconclusive means small, poorly fitted or top-dose-only effect, or effect the other way, or a change in a side signal; inactive means no such curve, though single readings can be large or run the other way; the % refers to the polarisation; further: potency means the concentration at half of the fitted maximal effect; % of control where 0% means no effect; many of its hits are not listed in these tables
Tb PFK block = blocks T. brucei phosphofructokinase. O15648. T. brucei PFK, ADP-Glo luminescence. Potency, µM (titrated, usually from 57.5 µM), for the others: at the top dose activity, negative = inhibition, actives largely listed as inhibitors. 0.17% of 330,000 active;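 further: potency means the concentration at half of the fitted maximal effect; 0% = uninhibited 1x PFK enzyme wells and -100% = no-enzyme wells; nearly all actives have a fitted effect of over 60% in size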
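1.25 nM PFK with 0.5 mM F6P and 0.1 mM ATP in 0.1 M TEA pH 8.0, 5 mM MgCl2, incubated 45 min at room temperature; ADP measured by ADP-Glo luminescence; compounds titrated up to 57 uM.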
TSG101-PTAP inh = blocks PTAP/TSG101 interaction to inhibit HIV-1 budding; Potency, µM (doses to about 115 µM), without a hit: top-dose activity change, negative = inhibition, most hits filed as inhibitors; Q99816; 340,000 tested, under 10 active; Fluorescence polarization, FITC-PTAP peptide / Tsg101 binding; AID 493005; active means well fitted inhibition curve with a large enough effect in the main read-out, with a control signal flat, not every such curve was filed as active; inconclusive means small, poorly fitted or top-dose-only effect, or effect the other way, or a change in a side signal; inactive means no such curve, though single readings can be large or run the other way; further: potency means the concentration at half of the fitted maximal effect; % of control where 0% means no effect
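Compounds were pin-transferred onto Tsg101 binding domain (10 uM final) in HEPES pH 7.5 buffer, then FITC-PTAP peptide was added at 50 nM final. After 20 min at RT, polarization reported peptide displacement across a qHTS concentration series.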
PKM2 activator = increases activity of human pyruvate kinase M2. purified PKM2, Kinase-Glo ATP luminescence, activation; response scale: 0% is enzyme alone, no compound. 0.34% of 260,000 active. Potency, µM (titrated, usually from 57.5 µM), for inactives: at the top dose activation, actives largely listed as activators. AID 1631; further: potency means the concentration at half of the fitted maximal effect; on the % scale 0 is the no-effect control and ±100 the full control effect; nearly all actives have a fitted effect of over 55% in size
Target sequence (P14618 whole entry, looked up): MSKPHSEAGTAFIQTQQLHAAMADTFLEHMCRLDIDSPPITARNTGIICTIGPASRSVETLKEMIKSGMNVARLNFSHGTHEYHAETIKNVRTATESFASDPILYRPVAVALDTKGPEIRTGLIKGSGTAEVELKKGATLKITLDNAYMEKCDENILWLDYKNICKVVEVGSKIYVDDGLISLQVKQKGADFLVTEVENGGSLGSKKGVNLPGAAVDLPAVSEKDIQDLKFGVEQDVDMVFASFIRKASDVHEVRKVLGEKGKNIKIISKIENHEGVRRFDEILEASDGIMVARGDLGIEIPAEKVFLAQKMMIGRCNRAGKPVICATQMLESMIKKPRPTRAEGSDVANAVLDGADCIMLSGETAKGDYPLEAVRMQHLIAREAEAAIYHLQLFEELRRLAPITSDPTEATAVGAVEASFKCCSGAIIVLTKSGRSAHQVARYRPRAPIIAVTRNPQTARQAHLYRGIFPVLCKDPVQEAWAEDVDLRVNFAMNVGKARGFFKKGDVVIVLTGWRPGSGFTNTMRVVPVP
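ATP formation by purified human PK-M2, quantified via coupled luciferase luminescence after 1 h at room temperature with 0.1 mM ADP and 0.5 mM PEP final.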
GALK inh = inhibitors of human galactokinase; P51570; Purified GALK, Kinase-Glo residual ATP luminescence; Potency, µM (top dose mostly 57.5 µM), for inactives: at the top dose activity change, negative = inhibition, hits mostly inhibitors; 0.007% of 270,000 active; AID 1868; further: potency means the concentration at half of the fitted maximal effect; on the % scale 0 is the no-effect control and ±100 the full control effect
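Kinase-Glo Plus luminescence measured ATP left after a 1 h room-temperature reaction. The reaction used 5 nM GALK, 100 uM galactose and 35 uM ATP at pH 8.0 (20 mM HEPES, 5 mM MgCl2, 60 mM NaCl, 1 mM DTT, 0.01% BSA).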
S-ASM inh = blocks human secretory acid sphingomyelinase | Potency, µM (highest dose often 57.5 µM), inactives show at the top dose activity change, negative = inhibition, actives largely listed as inhibitors | placental ASM, HMU-PC fluorogenic substrate, 60 min | AID 504937 | 0.006% of 340,000 active | P17405; further: potency means the concentration at half of the fitted maximal effect
Target sequence (P17405 47-631 limits assumed): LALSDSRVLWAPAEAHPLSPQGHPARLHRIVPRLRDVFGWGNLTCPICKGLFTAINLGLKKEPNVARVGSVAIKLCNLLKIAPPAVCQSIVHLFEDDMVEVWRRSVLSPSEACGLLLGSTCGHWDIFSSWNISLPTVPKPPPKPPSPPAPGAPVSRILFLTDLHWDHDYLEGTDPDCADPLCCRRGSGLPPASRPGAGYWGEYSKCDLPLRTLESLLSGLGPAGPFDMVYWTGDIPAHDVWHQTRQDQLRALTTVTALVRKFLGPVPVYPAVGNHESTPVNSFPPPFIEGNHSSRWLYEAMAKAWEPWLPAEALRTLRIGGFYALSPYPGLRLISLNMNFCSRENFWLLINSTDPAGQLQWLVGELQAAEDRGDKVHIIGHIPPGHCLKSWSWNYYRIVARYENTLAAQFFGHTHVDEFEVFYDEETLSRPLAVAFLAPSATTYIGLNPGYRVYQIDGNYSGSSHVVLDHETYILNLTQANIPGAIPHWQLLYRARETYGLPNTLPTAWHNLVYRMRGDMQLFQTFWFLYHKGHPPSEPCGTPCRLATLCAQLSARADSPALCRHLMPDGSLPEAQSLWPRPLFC
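qHTS format. ASM enzyme prepared from human placenta hydrolyses the fluorogenic substrate HMU-PC0 (9 uM final) over 60 min at 37 °C after a 10 min compound preincubation.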
Integrin act MD = activates integrin-mediated alleviation for muscular dystrophy; alpha7betagal myoblasts, beta-gal FDG fluorescence, 48 h; Potency, µM (highest dose often 38.3 µM), for inactives: at the top dose activation, hits mostly activators; 0.064% of 350,000 active;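 further: potency means the concentration at half of the fitted maximal effect; 100% = response of the positive control SU9516; nearly all actives have a fitted effect of over 60% in size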
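alpha7betagal+/- myoblasts (passage 13, 250/well) treated 48 h at 37C with compounds at 1:260 dilution of DMSO stock. Lysed, then beta-galactosidase activity read as FDG fluorescence (ex 480/em 540) after 30 min, with pre-read for autofluorescence.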
B2AR arrestin = beta2AR (human) beta-arrestin recruitment activity; beta-arrestin recruitment to beta2AR, cell-based reporter; Potency, µM (doses to about 46.1 µM), without a hit: at the top dose activation, usual class: activators; AID 492947; 0.02% of 330,000 active;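 further: potency means the concentration at half of the fitted maximal effect; 0% = DMSO controls and full agonism = EC100 isoproterenol or metaproterenol; nearly all actives have a fitted effect of over 65% in size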
* marks the source's active call; other numbers are inactive results; ? = inconclusive; nt = not tested or not shown; & = joins results of further samples; [ ] = dose if it differs, or a comment. Unless noted, the call rests on the fitted dose curve; in most records, active means well fitted curve in the direction sought with a large enough effect; inconclusive means small, poorly fitted or top-dose-only effect, or another doubt; inactive means no such curve, though single readings can be large; an effect the other way counts as inactive or inconclusive. Not all compounds are listed. The share of hits here may be higher or lower than overall.

SMILES	Giardia kill	Coupling enz	BCR signal inh	Menin MLL FP TR	Tb PFK block	TSG101-PTAP inh	PKM2 activator	GALK inh	S-ASM inh	Integrin act MD	B2AR arrestin
O=C(CSc1nnc(-c2cccnc2)o1)N1CCCCC1	-19.0	2.1	0.0%	16.1%	4.2%	2.2%	0.1%	-0.5%	2.6%	28.4%	-0.2%
O=C(CN1C(=O)NC(c2ccccc2)(c2ccccc2)C1=O)Nc1cccnc1Cl	-9.3	4.0	-4.1%	7.9%	0.7%	-0.2%	0.2%	-2.5%	-0.9%	-23.4%	-0.4%
COc1ccc(NC(=O)COc2ccc(CNCCCN3CCOCC3)cc2OC)cc1	9.7	-0.2	?	17.3%	2.9%	-5.5%	-6.8%	-0.3%	4.6%	-24.5%	0.4%
Cc1cc(C)n(C(=O)c2cc3ccccc3c(=O)o2)n1	11.0	1.5	-16.5%	0.6%	-0.9%	-7.7%	0.7%	0.7%	5.3%	2.0%	-0.8%
Cc1ccc(S(=O)(=O)N(C)CC(=O)NCc2ccncc2)cc1	0.0	0.9	?	nt	5.1%	-4.0%	-1.4%	-2.3%	4.0%	-11.5%[7.66 µM]	0.3%
CC[C@H](C)[C@@H](NC(=O)O[C@@H]1C(=O)c2cc(Br)ccc2O[C@H]1c1ccc2c(c1)OCO2)C(=O)OC	nt	0.3&0.3	?	-29.7%&-1.2%	6.0%	nt	0.2%	nt	nt	nt	-0.6%
COC(=O)c1cccc(-n2nnnc2SCC(=O)Nc2nc3c(s2)CCCC3)c1	-5.0	1.9	-6.7%	22.8%	3.2%	-1.1%	1.6%	-5.5%	-0.8%	12.1%	0.2%
COc1ccc(C(=O)Nn2c(CCC(=O)O)ccc2-c2ccc(C)cc2)cc1OC	-3.2	8.5	?	23.5%	-0.6%	0.4%	1.7%	-2.0%	10.6%	-5.2%	-0.2%
O=C(NCCNC(=O)c1cc(OCC(F)(F)F)ccc1OCC(F)(F)F)Nc1cccc(C(F)(F)F)c1	7.2	-2.8	?	?	-3.9%	-7.4%	0.9%	-1.0%	-10.1%	-23.5%	-0.6%
Cc1cccc(CN2CCC(CNC(=O)CSc3cc(=O)n(C)c4cc(Cl)ccc34)CC2)c1	-15.8	-1.4	-5.0%	nt	-0.1%	-5.6%	-2.8%	-1.7%	0.4%	-1.7%	0.3%

A few values from above:
`CC[C@H](C)[C@@H](NC(=O)O[C@@H]1C(=O)c2cc(Br)ccc2O[C@H]1c1ccc2c(c1)OCO2)C(=O)OC` in Tb PFK block has 6.0%
`O=C(CSc1nnc(-c2cccnc2)o1)N1CCCCC1` in BCR signal inh has 0.0%

The listing picks up with the 2 entries that preceded the break.
SMILES	Giardia kill	Coupling enz	BCR signal inh	Menin MLL FP TR	Tb PFK block	TSG101-PTAP inh	PKM2 activator	GALK inh	S-ASM inh	Integrin act MD	B2AR arrestin
O=C(NCCNC(=O)c1cc(OCC(F)(F)F)ccc1OCC(F)(F)F)Nc1cccc(C(F)(F)F)c1	7.2	-2.8	?	?	-3.9%	-7.4%	0.9%	-1.0%	-10.1%	-23.5%	-0.6%
Cc1cccc(CN2CCC(CNC(=O)CSc3cc(=O)n(C)c4cc(Cl)ccc34)CC2)c1	-15.8	-1.4	-5.0%	nt	-0.1%	-5.6%	-2.8%	-1.7%	0.4%	-1.7%	0.3%
CCC1Oc2ccc(C)cc2N(CC(=O)N(Cc2ccc3c(c2)OCO3)CC2CCCO2)C1=O (stereo not given)	10.4	1.0	17.3%	-16.5%	16.5%	nt	-4.0%	-0.3%	-4.3%	1.8%	0.0%
Cc1noc(C)c1CSCC(=O)OCc1nnc(-c2ccc([N+](=O)[O-])cc2)o1	11.0	nt	?	nt	-5.2%	0.3%	nt	nt	-2.4%	9.7%	-0.3%
COc1ccc2c(c1)c(CC(=O)Nc1nnc(C3CC3)s1)c(C)n2C(=O)c1ccc(Cl)cc1	11.0	-0.5	-1.9%	nt	-2.3%	4.6%	-6.5%	-0.1%	-3.3%	-48.2%[inhibitor]	-0.3%
C[C@@H]1CCCCCCCCC(=O)OCCN[C@H](C)CCCCCCCCC(=O)OCCN[C@H](C)CCCCCCCCC(=O)OCCN1	-27.4	nt	5.3%	nt	6.9%	-3.2%	nt	nt	3.7%	2.7%	5.4%
O=C(c1ccc(CS(=O)(=O)c2ccc(Br)cc2)o1)N1CCN(c2ncccn2)CC1	4.0	2.6	4.9%	-0.2%[11.7 µM]	-0.1%	-3.4%	5.3%	-0.8%	-0.5%	-8.6%	-0.3%
CC1CCc2c(sc(NC(=O)Cn3cnc([N+](=O)[O-])n3)c2C(N)=O)C1 (stereo not given)	?	0.1	4.2%	?	-0.8%	-10.0%	0.0%	-1.8%	-2.6%	0.0%	-0.3%
O=C(Nc1c2c(nn1-c1cccc(Cl)c1)CS(=O)(=O)C2)c1cccs1	-5.9	1.1	4.9%	17.0%	-6.6%	-1.5%	-2.9%	17.2%	0.6%	-27.8%	0.7%
CCOC(=O)N1CCN(c2c(Nc3ccc4c(c3)OCCO4)c(=O)c2=O)CC1	2.7	-15.2	17.6%	-4.0%	1.0%	-0.2%	9.1%	2.8%	4.6%	-3.9%	-0.8%
CCCc1nc2c(sc3nc4c(cc32)COC(C)(C)C4)c(=O)n1CCN(C)C	6.3	-0.1	-0.1%	-16.9%	-0.6%	-4.4%	0.0%	10.3%	1.2%	0.0%	-0.1%
COc1ccc(-c2cc(-c3nnc(COC(=O)c4ccncc4)o3)c3ccccc3n2)cc1OC	13.7	-2.6	-2.8%	-22.9%	4.1%	1.1%	-7.6%	-1.0%	58.6%[activator]	2.2%	-1.4%
CSc1cccc(NC(=O)CNC(=O)c2ccc3c(c2)OCO3)c1	-0.2	nt	-8.3%	nt	-1.3%	-0.6%	nt	nt	1.0%	2.5%	0.0%
O=C(N1CCCCC1)N1CCN(C(=O)N2CCCCC2)CC1	-6.4	0.6	?	7.1%	-8.8%	2.8%	3.4%	0.7%	12.3%	14.6%	-0.1%
COc1cccc(CCN2CCC(CNS(=O)(=O)c3cc(-c4cc(C)no4)ccc3OC)CC2)c1	-10.0	1.4	-0.7%	-23.9%	-1.3%	-4.9%	nt	8.1%	-0.2%	-56.0%[inhibitor]	-0.2%
CCO[C@H]1OC(C(=O)Nc2ccccc2)=C[C@@H](c2cn(C(C)=O)c3ccccc23)[C@@H]1CCCO	-5.5	-1.7	-7.2%	25.2%	-5.0%	nt	0.1%	-0.8%	-26.4%	12.7%	-0.1%
COc1ccc(C(CNC(=O)Cn2c(=O)oc3ccccc32)N(C)C)cc1 (stereo not given)	8.1	nt	2.8%	nt	-2.1%	-0.6%	-4.7%	-2.4%	1.4%	-3.1%	0.1%
COc1ccc(Nc2ncc3c(n2)CC(c2ccc(OC)cc2)CC3=O)cc1 (stereo not given)	-27.3	0.4	-0.3%	-1.0%	3.5%	-3.6%	0.0%	-0.9%	-15.0%	25.3%	-0.5%
CC(Oc1ccc(F)cc1Br)c1nc2ccccc2c(=O)[nH]1 (stereo not given)	-8.9	1.0	-5.3%	-11.2%	-3.7%	-1.3%	nt	-1.8%	-5.1%	-13.3%	0.4%
CC(=O)N1CCC(N(C(=O)Nc2ccc(F)cc2)C2CCCC2)CC1	14.1	0.7	?	-0.7%	1.5%	0.3%	-2.3%	2.6%	-0.1%	-22.7%	0.0%
CC(C)(C)c1cc(Br)ccc1OCC(=O)Nc1ncn[nH]1	0.9	0.5	?	-0.1%	-3.8%	-6.4%	1.9%	3.4%	1.3%	-3.1%	0.3%
CCOc1ccc(NC(=O)Nc2ccc3c(c2)nc(C)n3C)cc1	3.7	-0.1	4.9%	nt	-1.1%	-2.5%	3.5%	0.1%	-4.3%	-18.9%	-0.9%
CC(C)C[C@@]12C(=O)N(c3ccc(Br)cc3)C(=O)N1[C@H](c1ccc(Br)cc1)[C@@H]1C(=O)N(C(C)(C)C)C(=O)[C@@H]12	0.5	-6.0	?	2.5%	2.9%	-5.5%	-4.4%	nt	-6.7%	15.5%	-1.3%
Cc1ccc(C(=O)NC(C)CCc2ccccc2)cc1[N+](=O)[O-] (stereo not given)	-8.9	0.2	?	10.4%	2.5%	-2.0%	-4.3%	3.1%	-3.8%	21.3%	-0.3%
